Screening data (PubChem)
USP1 inh = inhibitors of human USP1/UAF1 deubiquitinase; recombinant USP1/UAF1, Ub-Rhodamine cleavage fluorescence; Potency, µM (titrated, usually from 57.1 µM), for inactives: at the highest dose activity change, negative = inhibition, hits mostly inhibitors; hit rate 0.23% among 390,000; further: potency means the concentration at half of the fitted maximal effect; on the % scale 0 is the no-effect control and ±100 the full control effect; nearly all actives have a fitted effect of over 60% in size; inactives centre near -12
Target sequence (O94782 whole entry, looked up): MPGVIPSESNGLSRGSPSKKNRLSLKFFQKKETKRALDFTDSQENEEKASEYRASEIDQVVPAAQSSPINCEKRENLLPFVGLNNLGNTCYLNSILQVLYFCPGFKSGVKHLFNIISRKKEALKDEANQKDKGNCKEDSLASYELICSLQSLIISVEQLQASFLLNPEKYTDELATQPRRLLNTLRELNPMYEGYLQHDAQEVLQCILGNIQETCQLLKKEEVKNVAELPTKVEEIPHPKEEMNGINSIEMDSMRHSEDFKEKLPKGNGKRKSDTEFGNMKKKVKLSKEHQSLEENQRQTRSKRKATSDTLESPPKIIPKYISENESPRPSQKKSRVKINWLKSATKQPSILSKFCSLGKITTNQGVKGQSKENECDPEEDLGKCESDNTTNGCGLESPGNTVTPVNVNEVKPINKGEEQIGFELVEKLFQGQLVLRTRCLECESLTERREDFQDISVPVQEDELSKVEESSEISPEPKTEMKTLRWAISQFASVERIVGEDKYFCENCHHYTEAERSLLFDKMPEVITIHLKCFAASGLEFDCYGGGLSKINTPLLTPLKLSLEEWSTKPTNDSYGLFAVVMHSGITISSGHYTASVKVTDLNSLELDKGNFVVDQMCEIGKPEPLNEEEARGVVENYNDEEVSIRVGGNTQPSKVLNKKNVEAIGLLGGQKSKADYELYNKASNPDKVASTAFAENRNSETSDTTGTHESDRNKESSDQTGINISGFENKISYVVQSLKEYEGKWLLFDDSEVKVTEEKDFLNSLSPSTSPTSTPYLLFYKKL
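In this screen, compounds sit with the deubiquitinase complex (1nM) for 15 min at room temperature before Ub-Rho is added at 150nM final. Fluorescence rise is then followed for 6 reads every 60 seconds.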
mIDH1 inhibitor = blocks human mutant IDH1 R132H enzyme | IDH1-R132H enzyme, NADPH consumption, diaphorase/resazurin fluorescence | Potency, µM (doses to about 76.6 µM), without a hit: at the highest dose activity change, negative = inhibition, most hits filed as inhibitors | hit rate 0.093% among 390,000 | AID 602179; further: potency means the concentration at half of the fitted maximal effect; on the % scale 0 is the no-effect control and ±100 the full control effect; nearly all actives have a fitted effect of over 65% in size
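IDH1-R132H (0.5 ug/mL dispensed) in pH 7.5 Tris buffer was preincubated 30 min with compound, then given a substrate mix of 0.016 mM NADPH and 2 mM alpha-KG for 80 min at room temperature; remaining NADPH was read by diaphorase/resazurin fluorescence.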
RGS4 inh = human RGS4 inhibition | AID 504845 | Transcreener GDP fluorescence polarization, RGS4-accelerated GTP hydrolysis | Potency, µM (doses to about 114 µM), for the others: at the highest dose activity change, negative = inhibition, hits mostly inhibitors | hit rate 0.039% among 390,000 | P49798; further: potency means the concentration at half of the fitted maximal effect; on the % scale 0 is the no-effect control and ±100 the full control effect; nearly all actives have a fitted effect of over 75% in size; some results filed as inactive show a strong effect at the top dose
Target sequence (P49798 whole entry, looked up): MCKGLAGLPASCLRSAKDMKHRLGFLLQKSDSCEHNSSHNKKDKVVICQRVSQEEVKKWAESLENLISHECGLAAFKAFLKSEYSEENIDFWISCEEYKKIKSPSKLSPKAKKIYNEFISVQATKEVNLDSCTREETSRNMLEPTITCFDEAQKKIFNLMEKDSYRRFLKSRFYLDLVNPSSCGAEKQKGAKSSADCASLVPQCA
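MLSMR compounds (23 nl, pin-transferred) preincubated 10 min at room temperature with a 500nM (2x) first reagent, then RGS4 at 900nM (2x) plus Transcreener GDP mix added; fluorescence polarization (620/688 nm) read before and after 90 min at 30 °C.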
Glioma ERSR ind = induces the endoplasmic reticulum stress response in human glioma cells; U87-MG GRP78 promoter luciferase reporter, 16 h; Potency, µM, without a hit: top-dose activation, usual class: activators; hit rate 0.02% among 420,000; further: potency means the concentration at half of the fitted maximal effect; series mostly up to about 76 µM; % of control where 0% means no effect; nearly all actives have a fitted effect of over 35% in size
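ERSR induction read as luciferase luminescence (Bright-Glo, 10 min at room temperature) in stably transfected human U87-MG glioma cells exposed to compounds for 16 h, using GRP78 as sensor.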
LDHA block = blocks human lactate dehydrogenase A; activity change, % (values are at about 110 or 230 µM); purified LDHA, NADH/diaphorase-resazurin fluorescence; active compounds read low; hit rate 0.15% among 480,000; P00338; AID 1347041; in the data active means activity change below about -30%; inconclusive means mostly about -25% to -30%;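 further: plate controls were DMSO wells for no effect and wells without enzyme for full effect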
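Human LDH5 at 2 nM final in Tris HCl pH 7.4 with 0.06 mM NADH and 0.2 mM pyruvate, reacted 5 minutes at room temperature. Remaining NADH coupled via diaphorase/resazurin; resorufin fluorescence read at 0 and 20 minutes, normalized to enzyme-free and DMSO wells.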
Vif-A3F inh = blocks the Vif interaction with APOBEC3F; HeLa A3F-eYFP + Vif (tagged APOBEC3F with the HIV-1 protein that degrades it), YFP fluorescence increase; Potency, µM (highest dose often 46.1 µM), without a hit: top-dose activity, negative = active; hit rate 0.2% among 390,000; further: potency means the concentration at half of the fitted maximal effect; % of control where 0% means no effect; nearly all actives have a fitted effect of over 65% in size
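Fluorescence increase (Ex 488/Em 500-530) after overnight compound treatment at 37 deg C flags inhibition of Vif-driven A3F-eYFP loss in stable HeLa A3F-eYFP/Vif cells seeded overnight beforehand.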
TrxR1 substrate = rat thioredoxin reductase 1 substrate activity; O89049; purified TrxR1 substrate turnover, NADPH consumption readout; Potency, µM (highest dose often 114 µM), inactives show top-dose activity change, negative = substrate turnover; hit rate 0.01% among 390,000; further: potency means the concentration at half of the fitted maximal effect; on the % scale 0 is the no-effect control and ±100 the full control effect; nearly all actives have a fitted effect of over 50% in size
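Rat TrxR1, dispensed at 90 nM, was prereduced with 400 uM NADPH (final) for 5 min at ~22 deg C, then incubated with compound 15 min before 400 uM selenite. A first-read NADPH fluorescence drop versus no-compound background flagged substrates.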
Vif-A3G inh = blocks the Vif interaction with human APOBEC3G; HeLa A3G-eYFP + Vif (tagged APOBEC3G with the HIV-1 protein that degrades it), YFP fluorescence, overnight; Potency, µM (titrated, usually from 46.1 µM), for inactives: at the top dose activity, negative = active, hits mostly inhibitors; Q9HC16; hit rate 0.076% among 410,000; AID 602310;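 further: potency means the concentration at half of the fitted maximal effect; on the % scale 0 is the no-effect control and ±100 the full control effect; nearly all actives have a fitted effect of over 60% in size; hits raise eYFP signal because A3G escapes Vif-driven loss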
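HeLa cells stably expressing Vif and C-terminally eYFP-tagged A3G, seeded overnight at 37 deg C, then exposed to compound by pintool overnight at 37 deg C. Rise in yellow fluorescence (Ex 488/Em 500-530, Acumen) marks blocked Vif-driven A3G degradation.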
rTrxR1 inhibitor = inhibitors of rat thioredoxin reductase 1. Potency, µM (titrated, usually from 114 µM), for the others: top-dose activity change, negative = inhibition, hits mostly inhibitors. recombinant rTrxR1, NADPH fluorescence consumption, selenite substrate. O89049. hit rate 1% among 390,000; further: potency means the concentration at half of the fitted maximal effect; on the % scale 0 is the no-effect control and ±100 the full control effect; nearly all actives have a fitted effect of over 65% in size
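Rat TrxR1 (90 nM in the dispensed reagent) was pre-reduced with 400 uM NADPH for 5 min at room temperature, then incubated with compound for 15 min. After 400 uM selenite was added, NADPH fluorescence (Ex 340/Em 450 nm) was followed for 8 min.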
Starred values were filed as active, the others as inactive; ? = inconclusive; . = no result given; [ ] = remark or other dose. Unless noted, the call rests on the fitted dose curve; in most records, active means well fitted curve in the direction sought with a large enough effect; inconclusive means small, poorly fitted or top-dose-only effect, or another doubt; inactive means no such curve, though single readings can be large; an effect the other way counts as inactive or inconclusive. The list is partial; the hit share may differ from the screen's.

SMILES	USP1 inh	mIDH1 inhibitor	RGS4 inh	Glioma ERSR ind	LDHA block	Vif-A3F inh	TrxR1 substrate	Vif-A3G inh	rTrxR1 inhibitor
N#Cc1cccc(N=c2ssnc2Cl)c1	?	-9%	-121%	4%	-1	-7%	-3%[57.1 µM]	-2%	2%[57.1 µM]
COc1ccc(NS(=O)(=O)c2cccc(-c3nnc(-c4ccccc4)o3)c2)cc1	-6%	4%	16%	0%	0	4%	-4%	-1%	-1%
COc1ccc(NC2=C(C(C)=O)C(c3ccc4c(c3)OCO4)C(C(C)=O)C(C)(O)C2)cc1 (stereo unspecified)	-9%	2%	-22%	-3%	14	0%	-6%[57.1 µM]	-1%	-20%[57.1 µM]
NC(=O)CS(=O)(=O)c1nc2ccccc2n1CC(=O)N1CCCCC1	-11%	2%	15%	-1%	-10	-8%	3%[57.1 µM]	1%	-17%[57.1 µM]
Cc1ccc(NC(=O)C2(N(CC(C)C)C(=O)Cn3nnnc3N)CCCCC2)cc1	9%	6%	17%	-2%	-8	2%	6%	2%	27%
O=C(Nc1ccc(S(=O)(=O)N2CCOCC2)cc1)c1ccc(CN2CCc3ccccc3C2)cc1	-11%	-2%	-2%	-7%	-1	.	-3%	-4%	0%
Cc1ccc(C)c(N2CCN(C(=O)C3CCC3)CC2)c1	-20%	-1%	15%	-2%	0	3%	-4%	-2%	9%
Cn1c(CNC(=O)CNC(=O)c2ccc(F)cc2)cc(=O)n(C)c1=O	-8%	7%	4%	-4%	-7	0%	8%	2%	26%
O=C(NN(Cc1ccccc1)Cc1ccccc1)c1ccccc1	-9%	0%	10%	0%	-9	5%	-9%	0%	-6%
Cc1ccc(NC(=S)N(CCN(C)C)C(C)c2ccco2)cc1C (stereo unspecified)	-18%	-4%	-38%	9%	-5	1%	1%	1%	-3%
CCOc1ccc(NC(=O)C2CCCN(C(=O)NCc3ccccc3)C2)cc1 (stereo unspecified)	-12%	3%	-14%	-4%	-2	6%	-5%	1%	-6%
CCCCN(c1ccccc1)S(=O)(=O)c1cccc(C(=O)O)c1	-18%	-3%	-8%	1%	-3	-23%	4%[57.1 µM]	1%	17%[57.1 µM]
COc1ccc(C(=O)NC(C)Cn2nc(C)cc2C)cc1OC1CCN(C(C)=O)CC1 (stereo unspecified)	-5%	-2%	19%	-3%	-11	-21%	4%	4%	9%
O=C(NC1CCCCC1)c1cc([N+](=O)[O-])ccc1N1CCOCC1	-4%	1%	-41%	-4%	5	-16%	-5%	-5%	5%
O=C(N/N=C/c1coc2ccccc2c1=O)c1cc(Br)ccc1O	-10%	5%	-9%	-5%	5	-2%	-5%	-3%	-23%
FC(F)(F)c1cccc(Cc2noc(CN3CCCC3)n2)c1	-23%	-5%	5%	-5%	-5	-18%	-2%[57.1 µM]	-1%	4%[57.1 µM]
C[C@H]1CN=C(N(C)C)N1CC1CCCCC1	-12%	?	8%	-3%	-19	1%	2%	-1%	8%
CCn1c(=O)c(=O)[nH]c2cc(C(=O)Nc3ccc(S(=O)(=O)N4CCCC4)cc3)ccc21	3%	-2%	-18%	-3%	1	-11%	2%	3%	-35%
O=C1NCCCC1C(=O)N/N=C/c1ccc(Cl)cc1 (stereo unspecified)	-20%	3%	-13%	-4%	-1	?	6%[57.1 µM]	3%	17%[57.1 µM]
CCOc1ccccc1C(=O)NCC(=O)NCc1ccc(S(=O)(=O)N2CCOCC2)cc1	-22%	-2%	0%	-4%	-1	0%	-2%	2%	8%
c1ccc2[nH]c(-c3ccncc3)nc2c1	-6%	-10%	-40%	6%	-9	-11%	22%[57.1 µM]	1%	19%[57.1 µM]
CC(=O)Nc1ccc(S(=O)(=O)N2CCN(Cc3ccccn3)CC2)cc1	0%	-11%	-3%	-4%	-18	0%	8%	2%	22%
CCN(CC)CCNC(=O)c1cn(-c2ccccc2)nc1-c1cccs1	-18%	2%	18%[11.4 µM]	-3%	-3	3%	10%[57.1 µM]	4%	13%[57.1 µM]
CC1CC(=O)NC(=O)N1Cc1ccccc1 (stereo unspecified)	-12%	4%	-12%	-5%	-7	10%	3%[57.1 µM]	0%	3%[2.29 µM]
COc1ccccc1C(=O)Nc1ccc(OCC(=O)N2CCCCC2)cc1	-13%	2%	11%	5%	0	-3%	2%	-7%	9%
CN1CCC(N(C)C(=O)c2cc(S(=O)(=O)N3CCOCC3)ccc2Cl)CC1	4%	3%	-4%	0%	-12	1%	-13%	0%	-15%
CCOCCCNC(=O)/C(C#N)=C/c1ccccc1F	-10%	2%	-3%	-4%	1	5%	-11%	2%	11%[57.1 µM]
Cc1ccc(C(=O)c2cc3c(cc2N)OCCO3)cc1	-2%	4%	-3%	-3%	3	-5%	7%[57.1 µM]	-10%	-13%[57.1 µM]
CCC1CCCCN1CC(=O)Nc1cc(C)c2c(=O)oc3ccccc3c2n1 (stereo unspecified)	?	-11%	-5%	-3%	-5	-11%	-2%	-2%	1%
CC1(C)C2([N+](=O)[O-])CN3CC1([N+](=O)[O-])CN(C2)C3c1ccc(O)c(O)c1 (stereo unspecified)	-17%	3%	-5%	-5%	10	7%	2%	0%	14%

In the list so far, these have a nitro group on carbon.
SMILES	USP1 inh	mIDH1 inhibitor	RGS4 inh	Glioma ERSR ind	LDHA block	Vif-A3F inh	TrxR1 substrate	Vif-A3G inh	rTrxR1 inhibitor
O=C(NC1CCCCC1)c1cc([N+](=O)[O-])ccc1N1CCOCC1	-4%	1%	-41%	-4%	5	-16%	-5%	-5%	5%
CC1(C)C2([N+](=O)[O-])CN3CC1([N+](=O)[O-])CN(C2)C3c1ccc(O)c(O)c1 (stereo unspecified)	-17%	3%	-5%	-5%	10	7%	2%	0%	14%

Reformatted bar-delimited: entries from further up
mol | USP1 inh | mIDH1 inhibitor | RGS4 inh | Glioma ERSR ind | LDHA block | Vif-A3F inh | TrxR1 substrate | Vif-A3G inh | rTrxR1 inhibitor
CC1CC(=O)NC(=O)N1Cc1ccccc1 (stereo unspecified) | -12% | 4% | -12% | -5% | -7 | 10% | 3%[57.1 µM] | 0% | 3%[2.29 µM]
COc1ccccc1C(=O)Nc1ccc(OCC(=O)N2CCCCC2)cc1 | -13% | 2% | 11% | 5% | 0 | -3% | 2% | -7% | 9%

(next part)
SMILES	USP1 inh	mIDH1 inhibitor	RGS4 inh	Glioma ERSR ind	LDHA block	Vif-A3F inh	TrxR1 substrate	Vif-A3G inh	rTrxR1 inhibitor
CCOc1cc2ccccc2cc1C(=O)OCC(=O)Nc1ccc(Br)cc1	.	.	.	-1%	1	.	39%[activator]	1%	-5%
Cc1cccc(-c2nc(CCNC(=O)Cc3ccccc3)cs2)c1	-19%	-9%	1%	-3%	0	0%	2%[57.1 µM]	4%	4%[57.1 µM]
Cc1nn(-c2ccccc2)c(C)c1C(=O)OCC(=O)N1CC(=O)Nc2ccccc21	0%	2%	44%	2%	-10	.	6%	-5%	28%
CCOC(=O)C1=C(C)N=c2s/c(=C\c3ccc(OCC(=O)O)cc3)c(=O)n2C1c1ccccc1 (stereo unspecified)	-11%	-1%	-44%	-3%	-2	-1%	7%[57.1 µM]	-4%	21%[57.1 µM]
CCN=C1SC(CC(=O)Nc2sc(C)c(C)c2C(=O)OC)C(=O)N1CC (stereo unspecified)	4%	6%	3%	0%	-5	0%	6%[57.1 µM]	-3%	18%[57.1 µM]
Cc1ccc(N2C(=O)C(CC(=O)Nc3ccccc3)N(CCC3=CCCCC3)C2=O)cc1 (stereo unspecified)	-1%	6%	20%	0%	0	0%	-9%	-1%	3%
O=C(/C=N/O)Nc1ccccc1	-26%	1%	2%	-5%	-9	-1%	-1%	-6%	0%
Cc1cccc(NC(=O)CCN2C(=O)c3ccccc3C2=O)n1	-3%	4%	14%	-3%	-5	0%	3%	1%	-2%
NC(=S)NNC(=S)Nc1ccccc1	-7%	3%	-47%	-2%	-5	3%	-5%	-5%	?
Cc1cc(Cl)ccc1NC(=O)CCN1C(=O)C2CCCCC2C1=O (stereo unspecified)	-27%	-6%	0%	-3%	-2	-8%	5%	0%	30%[activator]
COc1ccc(C(=O)N2CCCC(O)C2)cc1OC1CCN(C(C)C)CC1 (stereo unspecified)	-15%	7%	11%	-6%	-1	3%	12%	0%	13%
CCOC(=O)n1c(SCC(=O)N(CC)CC)nc2ccccc21	-19%	9%	-12%	-1%	-3	-1%	0%	1%	11%
CCCCOC(=O)c1ccc(NC(=O)c2cc(Cl)ccc2OC)cc1	-13%	-1%	-1%	-1%	2	2%	-3%	-7%	12%[57.1 µM]

Compound profiles, as listed above. Values in the order: USP1 inh | mIDH1 inhibitor | RGS4 inh | Glioma ERSR ind | LDHA block | Vif-A3F inh | TrxR1 substrate | Vif-A3G inh | rTrxR1 inhibitor
CCOc1cc2ccccc2cc1C(=O)OCC(=O)Nc1ccc(Br)cc1 across the screens: . | . | . | -1% | 1 | . | 39%[activator] | 1% | -5%
Cc1nn(-c2ccccc2)c(C)c1C(=O)OCC(=O)N1CC(=O)Nc2ccccc21 across the screens: 0% | 2% | 44% | 2% | -10 | . | 6% | -5% | 28%
Cc1cccc(-c2nc(CCNC(=O)Cc3ccccc3)cs2)c1 across the screens: -19% | -9% | 1% | -3% | 0 | 0% | 2%[57.1 µM] | 4% | 4%[57.1 µM]
